# GALK inhibitor: inhibitors of human galactokinase; P51570; Purified GALK, Kinase-Glo residual ATP luminescence; hit rate 0.007% among 270,000; AID 1868; Potency, µM (doses to about 57.5 µM), inactives show at the top dose activity change, negative = inhibition, most hits filed as inhibitors; also: potency is read from the fitted curve at half-maximal effect; % is scaled to controls: 0 for no effect and ±100 for the full control effect
# Target sequence (P51570 whole entry, looked up): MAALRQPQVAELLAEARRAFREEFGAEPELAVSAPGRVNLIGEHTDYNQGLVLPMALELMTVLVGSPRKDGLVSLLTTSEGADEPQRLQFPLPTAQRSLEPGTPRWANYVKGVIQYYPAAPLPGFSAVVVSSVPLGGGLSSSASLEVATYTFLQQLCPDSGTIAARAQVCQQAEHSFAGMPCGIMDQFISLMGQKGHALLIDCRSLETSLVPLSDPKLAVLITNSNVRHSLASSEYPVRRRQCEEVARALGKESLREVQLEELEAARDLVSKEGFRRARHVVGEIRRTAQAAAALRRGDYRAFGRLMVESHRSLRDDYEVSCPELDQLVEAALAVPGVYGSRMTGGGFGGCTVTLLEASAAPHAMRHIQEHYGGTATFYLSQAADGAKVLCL
#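 Kinase-Glo Plus luminescence measured ATP left after a 1 h room-temperature reaction. The reaction used 5 nM GALK, 100 uM galactose and 35 uM ATP at pH 8.0 (20 mM HEPES, 5 mM MgCl2, 60 mM NaCl, 1 mM DTT, 0.01% BSA).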
# MLL CXXC-DNA inh: inhibitors of human MLL CXXC domain-DNA interaction; Q03164; MLL-CXXC / FITC-HOXA9 DNA fluorescence polarization; Potency, µM (series often up to 115 µM), for inactives: at the highest dose activity change, negative = inhibition, hits mostly inhibitors; hit rate 0.037% among 290,000; active = well fitted inhibition curve with a large enough effect in the polarisation, with a control signal flat, not every such curve was filed as active; inconclusive = small, poorly fitted or top-dose-only effect, or effect the other way, or a change in a side signal; inactive = no such curve, though single readings can be large or run the other way; the % refers to the polarisation; also: potency is read from the fitted curve at half-maximal effect
#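 Steps: dispense CXXC domain solution (7 uM) → pin compounds or unlabeled HOX-A9 DNA control → 5 min ambient → add FLSN-HOX-A9 solution (50 nM) → spin → 30 min ambient → fluorescence polarization. Tris pH 7.5/NaCl/DTT/BSA buffer.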
# hERG WT inh: KCNH2 (human, wildtype) channel inhibition; U2OS, BacMam KCNH2, thallium flux FluxOr; active compounds read low; activity change, % at 1.84 µM; hit rate 0.37% among 340,000; AID 720551;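 active = maximum activity change below -70%; inconclusive = maximum activity change between -70% and -50%; inactive = maximum activity change above -50%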; also: % is scaled to controls: 0 for no effect and ±100 for the full control effect
#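 U2OS cells transduced with wild-type KCNH2 virus are loaded with FluxOr dye for 45 min, and thallium flux is measured in kinetic reads before and after stimulation buffer. Rate constants are normalized to DMSO controls.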
# KCNH2 3.1 block: KCNH2 3.1 (human) potassium channel inhibition; hit rate 0.95% among 340,000; activity change, % (tested at about 1.8 µM); U2OS KCNH2 3.1, thallium flux FluxOr; active compounds read low;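 active = maximum activity change below -70%; inconclusive = maximum activity change from -70% to -50%; inactive = maximum activity change above -50%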;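 also: thallium influx rate constant from kinetic fluorescence after stimulation buffer; % is scaled to controls: 0 for no effect and ±100 for the full control effect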
#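 We transduce U2OS cells with the mutant 3.1 virus, culture them overnight, load FluxOr with Red40 quencher for 45 min, then add stimulation buffer and read kinetically for 2 min to derive a normalized rate constant.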
# TRPV1 agonist: agonists of human vanilloid receptor 1 (TRPV1). Q8NER1. TRPV1-expressing cells, Fluo-8 calcium influx, agonist mode. activation, % at 8.33 µM. hit rate 0.19% among 320,000. AID 540275; in the data active = activation above about 80%; inconclusive = between about 30% and that limit; also: 0% is about no effect
#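 TRPV1-expressing cells were cultured overnight at 35.5C and loaded with Fluo-8 calcium dye for 40 to 90 min at room temperature. After a 10 s baseline, compound was added and calcium influx was read kinetically for 3 min (ex 480/em 520 nm).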
# MBNL1 CUG block: blocks human MBNL1 binding to CUG repeat RNA. TR-FRET MBNL1-His/biotin-(CUG)12 binding, 665/545 ratio. Potency, µM (titrated, usually from 57.5 µM), without a hit: at the highest dose activity change, negative = inhibition, usual class: inhibitors. hit rate 0.036% among 280,000. AID 2675; active = well fitted inhibition curve with a large enough effect in the signal ratio, with a control signal flat, not every such curve was filed as active; inconclusive = small, poorly fitted or top-dose-only effect, or effect the other way, or a change in a side signal; inactive = no such curve, though single readings can be large or run the other way; the % refers to the signal ratio; also: potency is read from the fitted curve at half-maximal effect; % is scaled to controls: 0 for no effect and ±100 for the full control effect
#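 His-tagged MBNL1 binding to biotinylated (CUG)12 RNA was measured by TR-FRET using terbium anti-His antibody (0.055 ng/ul final) and streptavidin-XL665 (5 nM final). Compounds were titrated 92 nM to 58 uM; 60 min at room temperature.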
# S-ASM inh: human S-ASM enzyme inhibition; P17405; placental ASM, HMU-PC fluorogenic substrate, 60 min; Potency, µM (doses to about 57.5 µM), inactives show at the highest dose activity change, negative = inhibition, hits mostly inhibitors; hit rate 0.006% among 340,000; also: potency is read from the fitted curve at half-maximal effect
# Target sequence (P17405 47-631 limits assumed): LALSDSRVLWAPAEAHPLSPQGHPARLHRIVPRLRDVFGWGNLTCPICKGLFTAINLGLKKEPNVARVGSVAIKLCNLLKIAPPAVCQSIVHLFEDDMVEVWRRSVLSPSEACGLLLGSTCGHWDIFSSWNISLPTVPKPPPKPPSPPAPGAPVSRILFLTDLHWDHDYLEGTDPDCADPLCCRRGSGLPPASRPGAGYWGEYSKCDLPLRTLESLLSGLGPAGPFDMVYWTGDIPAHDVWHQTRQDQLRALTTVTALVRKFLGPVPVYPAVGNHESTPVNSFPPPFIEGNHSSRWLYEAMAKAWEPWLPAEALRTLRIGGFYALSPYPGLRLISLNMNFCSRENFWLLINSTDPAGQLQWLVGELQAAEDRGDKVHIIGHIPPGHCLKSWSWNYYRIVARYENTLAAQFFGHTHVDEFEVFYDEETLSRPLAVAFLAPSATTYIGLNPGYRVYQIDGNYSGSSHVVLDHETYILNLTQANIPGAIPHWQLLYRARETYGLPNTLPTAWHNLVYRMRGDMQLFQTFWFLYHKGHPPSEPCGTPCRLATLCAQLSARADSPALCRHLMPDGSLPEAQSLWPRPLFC
#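 Human placenta-derived ASM enzyme was preincubated with compound for 10 minutes at room temperature, then given fluorogenic substrate HMU-PC0 (9 uM final) for 60 minutes at 37 °C; a pH 10 stop preceded fluorescence reading at Ex 386/Em 447 nm.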
# A-T KAP1 phos: potential ataxia-telangiectasia treatments restoring KAP-1 phosphorylation; […] A-T fibroblasts, KAP-1 phosphorylation AlphaLISA; neocarzinostatin DNA damage 30 min before lysis; Potency, µM (highest dose often 57.5 µM), without a hit: at the top dose activation, actives largely listed as activators; hit rate 0.19% among 320,000; also: potency is read from the fitted curve at half-maximal effect; % of control where 0% means no effect; nearly all actives have a fitted effect of over 45% in size
#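 hTERT-immortalized A-T patient fibroblasts ([…]), 500 cells/well in OPTI-MEM, 1% FBS, got compounds for 60 min, then NCS for 30 min at 37C. Lysates were then assayed for phospho-KAP-1 by AlphaLISA (anti-pKAP1 donor, anti-KAP1 acceptor beads), 6 hr at 25C.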
# a7 integrin act: activates integrin-mediated alleviation for muscular dystrophy; alpha7betagal myoblasts, beta-gal FDG fluorescence, 48 h; Potency, µM (titrated, usually from 38.3 µM), inactives show at the highest dose activation, hits mostly activators; hit rate 0.064% among 350,000;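 also: potency is read from the fitted curve at half-maximal effect; 100% = response of the positive control SU9516; nearly all actives have a fitted effect of over 60% in size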
#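 alpha7betagal+/- myoblasts (passage 13, 250/well) treated 48 h at 37C with compounds at 1:260 dilution of DMSO stock. Lysed, then beta-galactosidase activity read as FDG fluorescence (ex 480/em 540) after 30 min, with pre-read for autofluorescence.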
# FBPA coupling cs: inhibits coupling enzyme system, counter-screen for aldolase hits | activity change, negative = inhibition, % at 58.2 µM, hits read low | coupling enzyme system counterscreen, AmpLite Red fluorescence | hit rate 0.67% among 290,000 | AID 2472; in the data active = activity change below about -30%; also: % is scaled to controls: 0 for no effect and ±100 for the full control effect
#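 Activity here indicates interference with the coupling reaction, not aldolase inhibition. Compounds at 57.5 uM final met coupling enzymes for 10 min at RT; substrate and AmpLite Red detection followed, with a 525/598 nm fluorescence read after 20 min.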
# * = called active by the depositor; ? = inconclusive; / = no result given; [ ] = another dose, or the depositor's remark. Unless noted, calls follow the shape of the dose curve; as a rule, active = well fitted curve in the direction sought with a large enough effect; inconclusive = small, poorly fitted or top-dose-only effect, or another doubt; inactive = no such curve, though single readings can be large; an effect the other way counts as inactive or inconclusive.
[1] CCCCNC(=O)COC(=O)c1ccc(N(C)C)cc1
[2] COc1ccc(S(=O)(=O)O/N=C2\CCCc3ccccc32)cc1
[3] COc1cc(CCC(=O)Nc2ccc(C)c(S(=O)(=O)N3CCCCCC3)c2)cc(OC)c1OC
[4] O=C(Cc1cccc2ccccc12)Nc1ccccc1C(=O)O
[5] O=C(NCCO)c1nc2ccccc2s1
[6] Cc1ccc(NNS(=O)(=O)c2ccc(C)cc2)cc1

Compound	1	2	3	4	5	6
GALK inhibitor	6%	0%	/	1%	-4%	-1%
MLL CXXC-DNA inh	2%	16%	/	-1%	-4%	0%
hERG WT inh	6	-1	0	-11	-3	3
KCNH2 3.1 block	-8	-4	-13	11	19	-19
TRPV1 agonist	6	-2	2	-8	2	0
MBNL1 CUG block	-2%	-1%	/	-16%	-11%	8%
S-ASM inh	3%	-1%	-5%	10%	0%	-1%
A-T KAP1 phos	-7%	-3%	13%	4%	3%	4%
a7 integrin act	23%	11%	-12%	?	1%	-29%
FBPA coupling cs	2	-12	/	-2	-4	/

[7] Cc1cc(-c2ccco2)n(CC(=O)NCCCc2ccccc2)n1
[8] O=C(NNC(=O)c1ccc([N+](=O)[O-])cc1)c1ccc(NS(=O)(=O)c2cccs2)cc1
[9] Cc1oc(-c2ccccc2F)nc1CS(=O)CC(=O)NC1CC1 (configuration not stated)
[10] COc1ccc(-c2ccc(Nc3ccc(S(=O)(=O)N4CCCC4)cc3)nn2)cc1OC
[11] C=CCN(C(=O)c1csnn1)C(C(=O)NCc1ccc(F)cc1)c1cccs1 (configuration not stated)
[12] CCN(CC)S(=O)(=O)c1ccc(S(=O)(=O)N(CC(=O)Nc2ccccc2)CC2CCCO2)cc1 (configuration not stated)

Compound	7	8	9	10	11	12
GALK inhibitor	0%	/	3%	0%	16%	/
MLL CXXC-DNA inh	11%	/	18%	-4%	-9%	/
hERG WT inh	-8	2	-8	8	17	8
KCNH2 3.1 block	0	-5	10	-8	13	18
TRPV1 agonist	2	/	-1	-1	1	/
MBNL1 CUG block	-5%	/	4%	-4%	1%	/
S-ASM inh	4%	-2%	6%	-16%	1%	-5%
A-T KAP1 phos	-2%	5%	2%	-3%	3%	/
a7 integrin act	-18%	7%	-3%	-29%[7.66 µM]	1%	-21%
FBPA coupling cs	0	/	0	0	1	/

[13] Cc1ccccc1OCc1nc(-c2ccc(NC(=O)c3ccco3)cc2)no1
[14] COc1cccc(/C=C2\CC(C)Cc3c2nc2ccccc2c3C(=O)O)c1OC (configuration not stated)
[15] COc1ccc(NC(=O)CN2C(=O)COc3ccccc32)cc1OC
[16] COc1cc(OC)c(OC)cc1CN1CCN(S(=O)(=O)c2ccc(NC(C)=O)cc2)CC1
[17] Cc1ccc(C(=O)Nc2nc(-c3ccccn3)cs2)s1
[18] CN(Cc1ccon1)C(=O)CC1C(=O)NCCN1Cc1ccccc1C(F)(F)F (configuration not stated)

Compound	13	14	15	16	17	18
GALK inhibitor	-5%	-3%	3%	3%	/	/
MLL CXXC-DNA inh	4%	-18%	3%	2%	/	-10%
hERG WT inh	-24	6	-2	-1	-3	-13
KCNH2 3.1 block	-20	-7	5	3	10	-6
TRPV1 agonist	2	-3	4	1	?	2
MBNL1 CUG block	2%	15%	-5%	-24%	/	1%
S-ASM inh	-7%	6%	3%	-1%	1%	21%
A-T KAP1 phos	-2%	2%	3%	4%	12%	-1%
a7 integrin act	-32%	4%	4%	0%	-52%[inhibitor]	-6%
FBPA coupling cs	1	4	7	-5	/	-5

[19] C=C(C)C1CC=C(C)/C(=N\NC(=O)CCC(=O)Nc2ccc(C)c(C)c2)C1 (configuration not stated)
[20] CCOC(=O)C1CCCN(C2=C(NS(=O)(=O)c3ccc(Br)cc3)C(=O)c3ccccc3C2=O)C1 (configuration not stated)
[21] CNc1ncc(C(=O)c2ccc(Br)cc2)s1
[22] CCCCN(CC)C(=O)CSc1cc(=O)n(C)c2ccccc12
[23] Clc1nnc(N2CCCCC2)c2ccccc12
[24] CCN1CCN(C(=O)c2ccc(-c3nc4ccccc4s3)s2)CC1

Compound	19	20	21	22	23	24
GALK inhibitor	-2%	2%	8%	0%	-2%	-1%
MLL CXXC-DNA inh	5%	-5%	-3%	-2%	3%	8%
hERG WT inh	-7	-9	7	-9	11	35
KCNH2 3.1 block	-12	-22	-3	1	11	11
TRPV1 agonist	4	3	3	1	1	22
MBNL1 CUG block	0%	?	?	0%	-11%	/
S-ASM inh	2%	-10%	-1%	-2%	-1%	4%
A-T KAP1 phos	2%	-11%	7%	5%	1%	2%
a7 integrin act	9%	-20%	11%	-6%	-9%	14%
FBPA coupling cs	0	-38*	2	-1	10	-1

[25] CCCCCCCCn1c2c(c(=N)c3c1CCC3)CCCC2
[26] COC(=O)c1cc2sccc2n1CC(=O)N1CCCc2ccccc21
[27] COc1cc(Cl)c(C)cc1NC(=O)CC1SC(N2CCOCC2)=NC1=O (configuration not stated)
[28] Cc1ccn2cc(C(=O)Nc3nnc(C)s3)nc2c1
[29] CCOC(=O)c1ccccc1OCc1cc(/C=N/n2cncn2)ccc1OC
[30] CC[n+]1c(C)sc2c(C)cc(C)cc21

Compound	25	26	27	28	29	30
GALK inhibitor	0%	-3%	/	-1%	-2%	0%
MLL CXXC-DNA inh	8%	0%	/	-3%	1%	1%
hERG WT inh	-24	1	-6	-1	3	3
KCNH2 3.1 block	-16	2	20	5	1	-24
TRPV1 agonist	11	-2	0	-1	4	-1
MBNL1 CUG block	0%	-4%	/	5%	-4%	0%
S-ASM inh	-4%	-2%	0%	-1%	-1%	2%
A-T KAP1 phos	-1%	9%	-7%	2%	2%	-5%
a7 integrin act	-69%[inhibitor]	3%	-11%	11%	-9%	-57%[inhibitor]
FBPA coupling cs	2	-6	/	-2	1	3

[31] Nc1c(C(=O)NC2CCCC2)sc2nc(-c3cccs3)ccc12
[32] COC(=O)c1cc(NC(=O)c2cccnc2)cc(C(=O)OC)c1
[33] COCCn1c(-c2ccco2)csc1=Nc1cccnc1
[34] CC1CC(C)CN(c2ncnc3c2cnn3-c2ccc(Cl)cc2)C1 (configuration not stated)
[35] COc1cn(-c2ccccc2)nc1C(=O)NCc1ccccc1
[36] O=C(CSc1ccc(-c2ccccn2)nn1)Nc1cccc(F)c1

Compound	31	32	33	34	35	36
GALK inhibitor	0%	0%	-4%	-1%	1%	-7%
MLL CXXC-DNA inh	?	7%	5%	-4%	37%[activator]	-8%
hERG WT inh	-12	7	8	-2	3	-7
KCNH2 3.1 block	-19	15	7	-9	-7	/
TRPV1 agonist	2	6	0	-2	12	3
MBNL1 CUG block	?	1%	19%	-10%	-2%	22%
S-ASM inh	12%	-3%	6%	-12%	-2%	-1%
A-T KAP1 phos	-3%	1%	-2%	0%	-2%	3%
a7 integrin act	12%	21%	-6%[7.66 µM]	12%	2%	27%
FBPA coupling cs	3	0	-9	-3	1	/

# Part of the list above in a different format:
nr	smiles	GALK inhibitor	MLL CXXC-DNA inh	hERG WT inh	KCNH2 3.1 block	TRPV1 agonist	MBNL1 CUG block	S-ASM inh	A-T KAP1 phos	a7 integrin act	FBPA coupling cs
31	Nc1c(C(=O)NC2CCCC2)sc2nc(-c3cccs3)ccc12	0%	?	-12	-19	2	?	12%	-3%	12%	3
32	COC(=O)c1cc(NC(=O)c2cccnc2)cc(C(=O)OC)c1	0%	7%	7	15	6	1%	-3%	1%	21%	0
35	COc1cn(-c2ccccc2)nc1C(=O)NCc1ccccc1	1%	37%[activator]	3	-7	12	-2%	-2%	-2%	2%	1
33	COCCn1c(-c2ccco2)csc1=Nc1cccnc1	-4%	5%	8	7	0	19%	6%	-2%	-6%[7.66 µM]	-9
36	O=C(CSc1ccc(-c2ccccn2)nn1)Nc1cccc(F)c1	-7%	-8%	-7	/	3	22%	-1%	3%	27%	/

# The list continues.
[37] C=CCn1c(=O)c(C(=O)NCc2ccccc2Cl)c(O)c2ccccc21
[38] CC(NC(=O)COC(=O)CNC(=O)c1ccc(-c2ccccc2)cc1)c1ccccc1 (configuration not stated)
[39] CCN(CC)S(=O)(=O)c1nnc(NC(=O)c2ccco2)s1
[40] O=C(CN1C2CCCC1CC(NC(=O)c1ccco1)C2)Nc1ccccc1 (configuration not stated)

Compound	37	38	39	40
GALK inhibitor	3%	/	-1%	-1%
MLL CXXC-DNA inh	2%	/	0%	0%
hERG WT inh	2	-3	1	10
KCNH2 3.1 block	-3	-24	1	-2
TRPV1 agonist	2	-3	-3	-4
MBNL1 CUG block	-9%	/	1%	6%
S-ASM inh	6%	-2%	2%	-1%
A-T KAP1 phos	0%	20%	4%	4%
a7 integrin act	-1%	36%	-6%	-13%
FBPA coupling cs	1	/	2	/

# Screens (PubChem)

# Hits appear at their usual frequency; overall some 2% were active at least once.
